Screening data (PubChem BioAssay)
WRN inhibitor = blocks human WRN helicase; Potency, µM (highest dose often 114 µM), without a hit: top-dose activity change, negative = inhibition, most hits filed as inhibitors; WRN helicase unwinding, fluorescent forked duplex, kinetic; Q14191; hit rate 0.46% among 360,000; further: potency means the concentration at half of the fitted maximal effect; on the % scale 0 is the no-effect control and ±100 the full control effect; nearly all actives have a fitted effect of over 55% in size
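Fluorescence dequenching readout, ex 525 nm/em 598 nm, kinetic mode: forked duplex DNA (100 nM final) with adjacent fluorophore and quencher unwound by WRN (20 nM final) with 2 mM ATP. Compound preincubation 15 min, room temperature.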
PLK1 PBD inh = PLK1 (human) polo-box domain binding inhibition. P53350. AID 720504. hit rate 2.8% among 360,000. Plk1 PBD binding of FITC phosphopeptide, fluorescence polarization. Potency, µM, for inactives: max response, negative = inhibition, hits mostly inhibitors; further: potency means the concentration at half of the fitted maximal effect; series mostly up to about 57 µM; on the % scale 0 is the no-effect control and ±100 the full control effect; nearly all actives have a fitted effect of over 65% in size
Target sequence (P53350 whole entry, looked up, the tested form may be a part): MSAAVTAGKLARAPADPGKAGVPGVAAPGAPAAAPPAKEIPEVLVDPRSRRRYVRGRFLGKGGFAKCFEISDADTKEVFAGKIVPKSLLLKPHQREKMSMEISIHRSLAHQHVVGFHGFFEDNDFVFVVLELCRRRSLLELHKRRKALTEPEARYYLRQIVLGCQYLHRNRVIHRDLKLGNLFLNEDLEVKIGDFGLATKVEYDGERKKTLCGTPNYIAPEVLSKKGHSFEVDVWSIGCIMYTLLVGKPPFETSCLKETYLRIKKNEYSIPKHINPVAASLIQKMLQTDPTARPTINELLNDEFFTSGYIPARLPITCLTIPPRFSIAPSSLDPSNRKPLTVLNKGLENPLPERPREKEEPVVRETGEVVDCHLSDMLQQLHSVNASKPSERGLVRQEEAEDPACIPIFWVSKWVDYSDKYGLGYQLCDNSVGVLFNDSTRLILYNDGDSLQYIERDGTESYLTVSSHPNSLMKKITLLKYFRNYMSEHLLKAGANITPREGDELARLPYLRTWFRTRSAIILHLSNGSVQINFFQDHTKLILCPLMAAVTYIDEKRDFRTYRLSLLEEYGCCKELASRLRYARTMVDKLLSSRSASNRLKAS
CCT modulator = changes cytosolic chaperonin activity. activity change, % (concentration not given with the values), hits read low. purified chaperonin ATPase assay, HTRF ADP detection, 30 min. AID 651819. hit rate 0.3% among 360,000; in the data active means activity change below about -30%; further: on the % scale 0 is the no-effect control and ±100 the full control effect
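Nucleotide hydrolysis assay: TRiC at 20–40 nM final (set by batch activity) with 10 uM ATP, 30 min at 37 °C, in presence of 76 uM compound. Detection by competitive ADP HTRF, 30 min ambient.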
EPAC2 antag = blocks human EPAC2 exchange factor; hit rate 0.18% among 360,000; Potency, µM (highest dose often 114 µM), inactives show top-dose activity, negative = inhibition, most hits filed as inhibitors; AID 720708; EPAC2 GEF exchange of Rap1B-BODIPY-GDP, fluorescence; Q8WZA2; further: potency means the concentration at half of the fitted maximal effect; on the % scale 0 is the no-effect control and ±100 the full control effect; nearly all actives have a fitted effect of over 45% in size; many of its hits are not listed in these tables
PI5P4Ka inh = inhibitors of human PI5P4K alpha; PI5P4Kalpha enzyme, ADP-Glo luminescence, 60 min; stronger effect = lower value; max response, %; hit rate 1.2% among 330,000; AID 652105; active means max response of -50% or lower; inconclusive means between -30% and -50%; inactive means -30% or higher; further: value at the top dose of about 77 µM; on the % scale 0 is the no-effect control and ±100 the full control effect
Target sequence (P48426 whole entry, looked up): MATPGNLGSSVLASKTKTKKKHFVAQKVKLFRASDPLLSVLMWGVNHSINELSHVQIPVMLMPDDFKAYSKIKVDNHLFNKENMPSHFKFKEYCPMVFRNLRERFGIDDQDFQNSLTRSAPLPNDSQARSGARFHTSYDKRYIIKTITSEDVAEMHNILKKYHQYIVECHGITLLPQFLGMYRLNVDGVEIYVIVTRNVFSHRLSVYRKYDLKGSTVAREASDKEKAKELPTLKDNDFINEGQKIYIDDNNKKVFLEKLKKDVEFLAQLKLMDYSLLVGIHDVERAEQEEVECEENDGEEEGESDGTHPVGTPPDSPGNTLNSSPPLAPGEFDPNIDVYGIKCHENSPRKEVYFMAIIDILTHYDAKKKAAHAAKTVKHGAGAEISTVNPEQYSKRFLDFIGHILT
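Enzyme plus substrate dispensed, test compounds pinned in, then ATP (5 microM final) added. After 60 min at RT, ADP-Glo reagent 1 for 45 min and reagent 2 for 30 min preceded luminescence imaging.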
EPAC1 antag = antagonists of human EPAC1; O95398; EPAC1 GEF assay, Rap1b-BODIPY-GDP exchange fluorescence; Potency, µM (top dose mostly 115 µM), inactives show at the top dose activity change, negative = inhibition, actives largely listed as inhibitors; hit rate 0.14% among 360,000; AID 720709;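 further: potency means the concentration at half of the fitted maximal effect; plate controls were vehicle for no effect and positive control for full effect; nearly all actives have a fitted effect of over 50% in size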
MmCpn inh = blocks the Methanococcus maripaludis chaperonin Mm-Cpn. purified Mm-Cpn ATPase, ADP Transcreener TR-FRET. Potency, µM (series often up to 76.9 µM), for inactives: top-dose activity, negative = inhibition, usual class: inhibitors. hit rate 0.031% among 330,000. AID 504842; further: potency means the concentration at half of the fitted maximal effect; on the % scale 0 is the no-effect control and ±100 the full control effect; nearly all actives have a fitted effect of over 80% in size
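ATP (10 uM final) was added to archaeal chaperonin (25 nM final) after 10 min exposure to test compound at 37°C; after 30 min further incubation, ADP was detected by competitive TR-FRET.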
EPAC1 ag = activates human EPAC1 exchange factor. O95398. EPAC1 agonist qHTS, biochemical assay; response scale: 100% = response to 6.5 mM cAMP. Potency, µM (series often up to 154 µM), for inactives: top-dose activation, actives largely listed as activators. hit rate 0.073% among 360,000. AID 720707; further: potency means the concentration at half of the fitted maximal effect; nearly all actives have a fitted effect of over 60% in size
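Nucleotide exchange assay: 100 nM EPAC1 with 250 nM Rap1B loaded with BODIPY-GDP and 50 uM GDP, room temperature. Fluorescence (480/540 nm) read every 5 min for 30 min; signal change normalized to 6.5 mM cAMP as full agonist.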
* hit, by the source's call; ? = inconclusive; / = not tested or not shown; & = joins results of further samples; [ ] = dose if it differs, or a comment. Unless noted, the call rests on the fitted dose curve; in most records, active means well fitted curve in the direction sought with a large enough effect; inconclusive means small, poorly fitted or top-dose-only effect, or another doubt; inactive means no such curve, though single readings can be large; an effect the other way counts as inactive or inconclusive. This is a subset (hit frequency here may not be typical).

SMILES	WRN inhibitor	PLK1 PBD inh	CCT modulator	EPAC2 antag	PI5P4Ka inh	EPAC1 antag	MmCpn inh	EPAC1 ag
CC(=O)Cc1nsc(NC(=O)c2ccc(-c3ccc(Cl)c(C(F)(F)F)c3)o2)n1	-8.3%	-19.4%	0.8	-4.3%	-4.4	1.9%	-4.3%	2.8%
C=C1CCN([C@H](C(=O)NCc2ccco2)C(C)C)S(=O)(=O)c2ccccc21	-3.2%	1.5%	-0.5	8.9%	3.2	-2.2%	1.1%	-4.4%
CC(C)CCNC(=O)CN(C(=O)CCC(=O)Nc1nccs1)c1ccc2c(c1)OCCO2	2.3%	-6.1%	-1.9	1.9%	0.1	-11.3%	-2.4%	-1.8%
Cn1nnc(NC(=O)COc2ccc(C3CCCCC3)cc2)n1	4.5%	-3.7%	-0.1	-2.5%	2.7	3.4%	2.0%	1.3%
COC(=O)c1c(C)oc(C)c1S(=O)(=O)NCc1cccs1	2.5%	-2.6%	-3.3	3.6%	2.2	-20.1%	1.5%	-4.2%
CCN1CCN(CCNC(=O)CSCc2nc(-c3ccc(OC)c(OC)c3)oc2C)CC1	4.1%	-4.3%	-0.9	8.7%	-1.1	0.0%	-1.9%	0.8%
C[C@H](CO)N1C[C@H](C)[C@@H](CN(C)C(=O)Nc2ccc(C(F)(F)F)cc2)Oc2ccc(NC(=O)Nc3ccc4c(c3)OCO4)cc2C1=O	-14.6%	-8.6%	-2.7	-16.6%	-0.4	-21.3%	0.4%	-6.3%
COc1cc(/C=N/Nc2nc3ccccc3o2)cc(OC)c1O	-23.2%	-5.2%	0.1	-16.2%	-2.4	-12.0%	-9.0%	-8.1%
Cc1cc(=O)[nH]c(SCC(=O)NC2CCCCC2)n1	10.2%	-6.9%	0.3	0.8%	-13.5	0.9%	-0.8%	4.0%
Cc1ccc(NC(=O)Nc2cccnc2)cc1Cl	-4.6%	-10.9%	-5.0	-2.7%	-1.7	-17.1%	-2.6%	-1.3%
CCCNC(=S)N1CCC(NC(=O)Nc2ccc(C)cc2)CC1	5.9%	-1.2%	-0.9	9.8%	1.7	-11.8%	-0.4%	-4.3%
Cc1cc(C)nc(N/C(=N\S(=O)(=O)Cc2ccccc2)Nc2ccccc2Br)n1	10.7%	-0.6%	3.3	9.6%	0.7	2.8%	1.5%	-3.6%
O=c1[nH]cnc2c1C(c1ccccc1[N+](=O)[O-])c1c(nc[nH]c1=O)O2	-29.1%	-10.5%	0.7	11.6%	-5.4	5.8%	-1.9%	-1.9%
CN(Cc1ccc(Cl)c(Cl)c1)C(C(=O)NCc1ccccc1)c1ccc(C(F)(F)F)cc1 (stereo not drawn)	-2.0%	0.2%	/	-4.3%	0.0	-2.8%	/	-13.2%
COc1cccc([C@@H]2CC=C(C(=O)O)[C@H](c3ccc(F)cc3)N2S(=O)(=O)c2ccc(C)cc2)c1	6.5%	-1.4%	-0.4	5.5%	4.4	-4.3%	-0.5%	-0.9%
CCC(Sc1nc2cc3c(cc2c(=O)n1Cc1ccco1)OCO3)C(=O)Nc1cccc(OC)c1 (stereo not drawn)	-13.9%	-4.3%	0.1	1.7%	6.4	1.7%	1.5%	-15.7%
O=C(c1ccc(Br)cc1)N(Cc1nc2ccccc2c(=O)[nH]1)C1CCCC1	-4.0%	-18.2%	-0.5	12.2%	-11.7	?	2.2%	4.4%
CC(=O)N1CCN(Cc2nc3cc(NC(=O)c4ccc(F)cc4)ccc3n2C)CC1	5.9%	?	0.8	11.3%	9.3	12.9%	0.5%	3.4%
Cc1cc(/C=C(/C#N)c2cccc(Cl)c2)c(C)n1C	-2.9%[57.1 µM]	1.5%	-1.0	-2.6%	5.8	22.8%	-22.2%	3.2%
Cn1c(-c2ccccc2)cnc1NCc1cc2c(cc1[N+](=O)[O-])OCO2	-4.2%	-3.1%	-3.5	0.9%	-10.2	-0.8%	1.5%	1.1%

Shown in markdown: entries from further up
| SMILES | WRN inhibitor | PLK1 PBD inh | CCT modulator | EPAC2 antag | PI5P4Ka inh | EPAC1 antag | MmCpn inh | EPAC1 ag |
| --- | --- | --- | --- | --- | --- | --- | --- | --- |
| Cc1cc(=O)[nH]c(SCC(=O)NC2CCCCC2)n1 | 10.2% | -6.9% | 0.3 | 0.8% | -13.5 | 0.9% | -0.8% | 4.0% |
| CN(Cc1ccc(Cl)c(Cl)c1)C(C(=O)NCc1ccccc1)c1ccc(C(F)(F)F)cc1 (stereo not drawn) | -2.0% | 0.2% | / | -4.3% | 0.0 | -2.8% | / | -13.2% |
| COc1cccc([C@@H]2CC=C(C(=O)O)[C@H](c3ccc(F)cc3)N2S(=O)(=O)c2ccc(C)cc2)c1 | 6.5% | -1.4% | -0.4 | 5.5% | 4.4 | -4.3% | -0.5% | -0.9% |
| CCCNC(=S)N1CCC(NC(=O)Nc2ccc(C)cc2)CC1 | 5.9% | -1.2% | -0.9 | 9.8% | 1.7 | -11.8% | -0.4% | -4.3% |

Remaining list, next part:
SMILES	WRN inhibitor	PLK1 PBD inh	CCT modulator	EPAC2 antag	PI5P4Ka inh	EPAC1 antag	MmCpn inh	EPAC1 ag
COc1ccc(NC(=O)CSc2nnc(CN3CCOCC3)n2-c2ccccc2)cc1Cl	8.1%	2.0%	3.4	19.3%	/	18.2%	1.9%	-0.2%
CCOc1cc(N(CC)CC)ccc1/C=C(/C#N)c1nc2ccccc2[nH]1	-26.0%	10.0%	0.9	14.7%	-1.6	8.2%	0.0%	9.8%
Cc1cccc(NC(=O)COC(=O)CN2C(=O)C3CCCCC3C2=O)c1C (stereo not drawn)	-3.5%	1.1%	-0.6	-0.4%	-0.6	-4.2%	/	10.1%
CCOc1ccc2nc(N=NC3=C(O)CC(C)(C)CC3=O)sc2c1	0.5%	0.5%	-0.1	-20.0%	-1.2	2.8%	-3.6%	-3.4%
O=c1c2ccccc2n(CC(O)CN2CCCCC2)c2ccccc12 (stereo not drawn)	0.7%	1.8%	-1.9	-2.9%	4.6	8.1%	-2.5%	2.2%
CCOC(=O)c1c(NC(=S)Nc2ccc(OC)cc2)sc2c1CCC2	-13.6%	?	-2.4	-14.1%	15.2	-25.0%	-2.5%	24.6%
CS(=O)(=O)c1ccc(Cl)c(NC(=O)CCNC(=O)c2ccco2)c1	0.2%	0.5%	-0.6	3.0%	0.7	11.9%	-2.5%	2.4%
CCOc1ccc(NS(=O)(=O)c2ccc(NC(=S)NC(=O)C(C)C)cc2)cc1	-2.7%	26.7µM*	-1.6	-4.3%	-10.3	?	2.1%	13.4%
N#Cc1nc(COc2cccc(Cl)c2)oc1N1CCCC1	0.4%	-5.2%	-2.4	-7.6%	0.7	-13.9%	0.6%	4.4%
CC(=O)N1CC=CC1(C)C(=O)O (stereo not drawn)	-20.5%	-10.5%	-1.2	1.9%	-4.5	3.1%	-2.1%	-7.2%
Cc1cccc(N2CCN(C(=O)NC3CCCCC3)CC2)c1C	1.3%	-15.0%	1.6	0.4%	-0.6	10.6%	1.6%	3.0%
CC(C)NC(=S)N1CCN(c2ncccn2)CC1	-29.1%[57.1 µM]	3.0%	0.7	17.0%	1.6	25.9%	-2.7%	-4.6%
Cc1cc(C)n2ncc(S(=O)(=O)c3ccccc3)c2n1	-6.6%	2.9%	-1.0	-1.5%	0.1	2.2%	0.0%	15.0%
CCN(C(=O)Cn1c(=O)n(Cc2ccccc2)c(=O)c2ccccc21)c1cccc(C)c1	-15.6%	5.8%	-0.5	-7.9%	8.5	-4.2%	2.7%	18.3%
CCC(C)C(NC(=O)C(N)CC(C)C)C(=O)NC(CCC(=O)OCc1ccccc1)C(N)=O (stereo not drawn)	0.2%[57.1 µM]	-5.9%	0.7	3.3%	/	-6.0%	-4.5%	1.6%
O=C(CCc1c[nH]c2ccccc12)NN1C(=O)NC2(CCCCC2)C1=O	1.9%	0.8%	0.6	7.3%	4.1	5.8%	-3.2%	-1.0%
CC(=O)c1cccc(NC(=O)Nc2ccc3c(c2)CCC3)c1	-1.0%	-1.5%	-1.5	15.1%	0.5	8.6%	-0.7%	-9.9%
NC1=C(Br)C(=O)c2ncccc2C1=O	?	7.52µM*	-1.2	?	-0.7	?	/	-1.3%
Cn1c(CSCC(=O)Nc2ccccc2)nnc1SCc1ccccc1	18.3%	-11.0%	0.7	7.7%	2.5	3.6%	1.0%	-10.9%
CCN(C(=O)COC(=O)c1ccc2ccccc2n1)c1c(N)n(Cc2ccccc2)c(=O)[nH]c1=O	10.6%	1.4%	1.2	0.7%	5.7	-14.9%	0.1%	-6.7%
CC(=O)Oc1cccc(N2C(=O)C3C4C=CC(C4=C(C)C)C3C2=O)c1 (stereo not drawn)	-1.5%	16.8µM*	-0.5	4.5%	-22.1	-1.9%	-3.7%	5.2%
CCOC(=O)c1[nH]c(C)c(C(=O)N2CCN(c3cccc(Cl)c3)CC2)c1C	-2.8%	-1.0%	0.1	-1.6%	/	2.7%	0.5%	0.3%
COc1cccc(NC(=O)N(CCCN2CCOCC2)C(C)c2cc3ccccc3o2)c1 (stereo not drawn)	-4.9%	-6.6%	2.1	17.1%	/	13.0%	0.4%	7.3%
CCOc1ccc(Nc2nc(N(C)c3ccccc3)nc(N)c2[N+](=O)[O-])cc1	0.2%	-5.0%	-2.3	-6.0%	22.2	4.2%	1.5%	13.6%
COc1ccc(S(=O)(=O)N2CCC(C(=O)Nc3nnc(CCN4CCCCC4)s3)CC2)cc1	8.8%	-4.5%	-12.7	9.3%	/	1.5%	1.2%	6.5%
CCN(CCCNC(=O)CN(C)S(=O)(=O)c1ccc2c(c1)CCC(=O)N2)c1cccc(C)c1	4.1%	2.3%	0.2	5.6%	/	6.1%	-1.0%	3.1%
Cc1cc(=O)oc2ccc(OCC(=O)N3CCc4ccccc43)cc12	-5.8%	-10.6%	-1.4	0.2%	-2.0	6.5%	-1.1%	3.9%
O=C(CN1C(=O)S/C(=C\c2ccc(Cl)cc2)C1=O)NCCCn1ccnc1	-1.7%	?	1.3	11.5%	20.1	15.7%	-2.1%	4.5%
CCOC(=O)C(NC(=O)c1cccc(Cl)c1)(Nc1nnc(C)s1)C(F)(F)F (stereo not drawn)	-3.5%	-5.6%	-1.2	-0.5%	7.9	6.4%	-1.3%	-0.3%
CCOC(=O)CCCC(=O)N1CCOCCOCCOCC1	6.0%	4.8%	0.1	5.6%	-1.3	7.9%	1.3%	2.0%
O=C(Nc1cccc2nsnc12)c1cccs1	-4.6%&2.5%	-4.9%&-4.9%	-0.4&2.0	-1.7%&2.3%	-0.4	5.7%&5.0%	-3.0%&-2.7%	-1.8%&-5.7%
C=CCNC(=S)NNC(=O)CCC(O)COCCC(C)C (stereo not drawn)	2.1%	-7.4%	-0.6	-2.1%	11.7	5.7%	-2.1%	5.6%
CC(OC(=O)c1cc2c(s1)CCCCC2)C(=O)NC(N)=O (stereo not drawn)	0.9%	-16.6%	-4.8	-16.8%	0.7	-15.7%	-0.5%	8.5%
